# Screens deposited in PubChem BioAssay by National Center for Advancing Translational Sciences (NCATS).
# Pf Dd2 inh: inhibitors of Plasmodium falciparum Dd2 growth | P. falciparum Dd2 growth, SYBR Green, 72 h | Potency, µM (series often up to 28.9 µM), for the others: at the top dose activity, negative = inhibition, actives largely listed as inhibitors | 120,000 tested, 4.3% active | AID 1347417; active = well fitted inhibition curve with a large enough effect; inconclusive = small, poorly fitted or top-dose-only effect; inactive = no such curve, though single readings can be large or run the other way;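 also: plate controls were DMSO vehicle for no effect and reference drug for full effect; nearly all actives have a fitted effect of over 65% in size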
#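 Infected erythrocytes (Dd2, 0.3% parasitemia, 2.5% hematocrit final) are added to compound in RPMI-1640/Albumax II medium, grown 72 h at 37C in low oxygen, then lysed with saponin/Triton-X containing SYBR Green and read by fluorescence.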
# Active calls of the source: *; i = inactive; ? = inconclusive; [ ] = remark or other dose. Potency is read from the fitted curve at half-maximal effect. An excerpt; the hit share may differ from the screen's.
canonical_smiles,Pf Dd2 inh
O=C1CC(c2cc(F)cc(F)c2)c2cc3c(cc2N1)OCO3 (stereo not drawn),-1%
COCCNC(=O)[C@H]1C[C@H](Oc2cccnc2)CN1C(=O)c1ccc(F)cc1,-9%
Fc1ccc(-c2cnc([C@@H]3COCCN3Cc3ccccc3F)[nH]2)c(F)c1,?
CCC1Oc2ccccc2N(CC(=O)NCCc2ccc(OC)c(OC)c2)C1=O (stereo not drawn),-3%
CCN1CCN(CCCNC(=O)Cn2c(-c3cccs3)cc3cc(Cl)ccc32)CC1,11µM*
CCOCCCNC(=O)c1c(NC(=O)Cc2coc3ccc(C)cc23)sc2c1CCC2,?
CCOc1ccc(CN2CC[C@@](C)(O)[C@H](N3CCCC3)C2)cc1OC,-12%[5.79 µM]
Cc1ccc(C)c(-c2cc3c(=O)n(CCNC(=O)c4ccncc4)ccn3n2)c1,?

# (listing goes on)
canonical_smiles,Pf Dd2 inh
COc1ccc(C(CNC(=O)c2oc3ccc(C)cc3c2C)N2CCOCC2)cc1 (stereo not drawn),-19%
Cc1cnc(NC(=O)c2ccc3c(c2)OCCN(Cc2ncccn2)C3)s1,i
COc1ccc2c(c1)c(=O)c(C(=O)c1ccc(Cl)cc1)cn2CC(=O)Nc1ccc2c(c1)OCO2,6%
CCCCNC(=O)C1CCC(CNS(=O)(=O)c2ccc(Cl)cc2)CC1 (stereo not drawn),17%
CC(=O)Nc1ccc(S(=O)(=O)NC2=NCN(C(C)C)CN2)cc1,58%[activator]
CCn1cc(CN2CCC(N3C(=O)C4(CCCC4)C3c3ccccc3)CC2)cn1 (stereo not drawn),1.6µM*
CC(C)CN1C(=O)c2cccn2CC1CNC(=O)c1cccs1 (stereo not drawn),-23%
CN(Cc1ccccc1)C(=O)CC1CCCN(c2cnn(C)c(=O)c2)C1 (stereo not drawn),i

# Continuation:
canonical_smiles,Pf Dd2 inh
O=C(Cc1ccc(Cl)cc1)NCCc1csc2nc(-c3ccccc3F)nn12,12%
CS(=O)(=O)N(C1CCOCC1)C1CCN(S(=O)(=O)Cc2ccccc2)CC1,i
CC(C)S(=O)(=O)c1ncc(CN(CCO)Cc2ccccc2)n1CCc1ccccc1,?
COc1ccc(NC(=O)CSc2nc(-c3ccccc3)nc3cc(=O)[nH]n23)cc1,i
COc1cc(=O)n2c(c1C(=O)Nc1ccc(Cl)c(Cl)c1)CCCC2,2%
O=C(NCCc1ccccc1)N1CCC2(CC1)CC(N1CCCC1)CCO2 (stereo not drawn),i
COC[C@H]1CCCN1Cc1nc(C2(O)CCN(C3COC3)CC2)cs1,7%[44.1 µM]
O=C(Nc1nncs1)C1CC(=O)N(c2n[nH]c3cc(Br)ccc23)C1 (stereo not drawn),-26%

# Continued.
canonical_smiles,Pf Dd2 inh
Cn1c(=O)oc2cc(S(=O)(=O)NCCC(=O)Nc3ccc(F)cc3F)ccc21,9%
COCCC(=O)N1CCC(C2CCNC2)CC1 (stereo not drawn),24%
COCCCNC(=O)CN1C(=O)c2cccnc2Sc2ccccc21,-9%
O=C(NCc1cccc(F)c1)N1CC(c2nnc(-c3ccncc3)o2)C2(CCOCC2)C1 (stereo not drawn),-2%
CC[C@H]1CN(C(=O)Nc2cccc(OC)c2)CC[C@H]1CC(=O)N(C)CC#N,i
COc1ccc(-c2noc(CNC(=O)c3ccco3)n2)cc1,13%
C#CCNC(=O)c1nc(-c2cc(Cl)cc(Cl)c2)c2ccccn12,-16%[44.1 µM]
COc1ccccc1CN1CC[C@H](c2nnc(Cc3c[nH]c4ccccc34)o2)C1,i

# (next part)
canonical_smiles,Pf Dd2 inh
CCOc1ccc(N2CC(c3nc4ccccc4n3Cc3cccc(C)c3)CC2=O)cc1 (stereo not drawn),?
COCCCNC(=O)C1CCC(Cn2c(=O)c3sccc3n(C)c2=O)CC1 (stereo not drawn),?
CCc1ccc(NC(=O)CSC2=Nc3ccccc3C3=NC(CC(=O)NCc4ccccc4)C(=O)N23)cc1 (stereo not drawn),-22%
COCCN(C)C(=O)c1coc(COc2ccc(F)cc2Cl)n1,5%
CC(C)c1ccc(C(=O)N2CCC(n3c(=O)[nH]c4ccccc43)CC2)cc1,?
CCOC(=O)C1CCN(C(=O)CSc2n[nH]c(-c3ccc(F)cc3)n2)CC1,12%
Cc1ccc(OCc2cc(=O)n3cc(C)sc3n2)c(C)c1,5%
CC(C)CNC(=O)C(NC(=O)c1ccccc1)C1CCN(C(=O)c2ccc(F)cc2)CC1 (stereo not drawn),?

# Other structures follow:
canonical_smiles,Pf Dd2 inh
COc1ccc(CN(C)Cc2cccn2C)cc1,-3%[44.1 µM]
CC1=C[C@@H](CNC(=O)CC(C)(C)CC(=O)O)[C@H](C(C)C)C[C@H]1Cc1nc2ccc(F)cc2[nH]1,i
CCNC(=O)c1ccc2c(c1)sc1nc(-c3cccc(OC)c3)cn12,?
Cc1ccc(CNC(=O)N2CCC(c3nc(CCOCC4CCOCC4)no3)C2)cc1 (stereo not drawn),-5%
O=C(c1ccccc1F)N1CCCC2(C1)NC(=O)N(Cc1ccccc1)C2=O (stereo not drawn),i
C[S+](=O)([O-])CCn1ncc2cc(OCc3cccc(-c4ccccc4F)c3)ccc21,-5%[44.1 µM]
Cc1cc(=O)n(CC(=O)Nc2ccc(Br)cc2)c(N2CCN(c3ccccc3)CC2)n1,-11%
COc1cccc(Nc2nc3cc(Cl)c(Cl)cc3nc2-n2nc(C)cc2C)c1,23%

# (list continues)
canonical_smiles,Pf Dd2 inh
COc1ccc(CNC(=O)C[C@@H]2O[C@H](CNC(=O)c3ccc(C)cc3)[C@@H](O)[C@H]2O)cc1,i
O=C(O)C1=NOC2CN(Cc3ccc(F)c(F)c3F)CC12 (stereo not drawn),10%[44.1 µM]
CCN(CC)C[C@H]1CN2CC[C@H]1C[C@@H]2CNC(=O)Nc1ccccc1,14%[44.1 µM]
CCNC(=O)N1CCC(CCOC)(NC(=O)c2cccs2)CC1,i
COCc1noc([C@@H]2CN(C(=O)CCc3c[nH]c4ccccc34)C[C@H]2C(N)=O)n1,-6%
COc1ccccc1-c1nnc2n1C(C(=O)N1CCCC1)CC2 (stereo not drawn),-1%
CN1CC(=O)N(c2ccccc2)Cc2c1ncnc2N1CCc2ccccc2C1,?
Cc1cccc(OCC(=O)N(C)C2CCc3nn(CC4CC4)c(=O)n3CC2)c1 (stereo not drawn),17%

# Next entries follow:
canonical_smiles,Pf Dd2 inh
O=C(NCCc1ccccc1)N1CCCC(c2nc(CCOCC3CC3)no2)C1 (stereo not drawn),i
CCC(=O)N(C1CCOCC1)C1CCN(Cc2ccc[nH]2)CC1,?
CCN(CC)CC[C@H]1CN(C(=O)c2ccc(F)cc2)CC[C@H]1CC(=O)O,10%[44.1 µM]
Cc1cc(C(=O)NCC(F)(F)F)c2c(C3CCCNC3)noc2n1 (stereo not drawn),-3%
CC(C)CN1C(=O)CO[C@H](c2ccc(NC(=O)c3cccc(C#N)c3)cc2)[C@H]1CO,?
CC(NC(=O)C1CC(c2ccccc2)CN(C(=O)c2ccc(F)cc2)C1)c1ccccc1 (stereo not drawn),i
CCOC(=O)c1ccc(NC(=O)Cn2c(N3CCCCC3)nc(C)c(C)c2=O)cc1,i
COc1cc2c(cc1Oc1cccc(N(C)C)c1)NC(=O)C21CCN(Cc2nccn2C)CC1,i

# Remaining list, next part:
canonical_smiles,Pf Dd2 inh
CC(C)CCN1CCCC2(CC(c3cccc(C(F)(F)F)c3)=NO2)C1 (stereo not drawn),-12%
CC(NC(=O)c1cc(Sc2ccc(F)cc2F)nc2ccccc12)c1ccccc1 (stereo not drawn),?
COc1cc(OC)c(NC(=O)n2ncc3cc(Cl)ccc32)cc1Cl,?
COc1ccc(-n2nc(C(=O)Nc3ccc(Cl)cn3)c3c4ccccc4n(C)c3c2=O)cc1,i
CCOc1ccc2oc(=O)cc(CN3CCN(Cc4ccc(C)cc4)CC3)c2c1,i
COc1ccc(/C=C/C(=O)Nc2ccc3nc(N4CCC(C)CC4)cc(C)c3c2)cc1,?
Cc1cc(S(=O)(=O)NCCc2noc(-c3ccccc3)n2)ccc1Cl,i
COc1ccc(C(=O)N[C@@H]2C=C[C@@H](c3c(C)nn(-c4ccc(C(F)(F)F)cc4)c3C)C2)cc1,-7%

# Going on with the list.
canonical_smiles,Pf Dd2 inh
Cc1ccc(CNC(=O)C(C)C2CCOCC2)cc1C (stereo not drawn),15%
CCN(C(=O)CCNC(=O)Cn1cnc2ccccc2c1=O)c1cccc(Cl)c1,9%
CCCOC(=O)c1c(-c2ccccc2)c(-c2ccccc2)nn(C)c1=O,43%[activator]
OCC1(CCOc2ccccc2)CCNCC1,-10%
COCC(=O)N1CCCN(S(=O)(=O)c2ccccc2)CCC(=O)NCC1,29%
COc1cc(NC(=O)c2ccc(-n3cnc4cccnc43)cc2)cc(OC)c1,i
O=C(Nc1cccc(C(F)(F)F)c1)O[C@@H]1CO[C@H]2[C@@H]1OC[C@@H]2NC(=S)NC1CCCCC1,-3%
CCc1ccc(NCc2cc3cc4c(cc3n(CC(=O)Nc3ccccc3OC)c2=O)OCCO4)cc1,i

# Following part
canonical_smiles,Pf Dd2 inh
CCc1cccc(C)c1NC(=O)CSc1nc2ccccc2nc1Cc1ccccc1,-10%
Cc1cc(C(=O)N2CCCn3ccnc3C2c2cnn(C)c2)n(C)n1 (stereo not drawn),-5%
Cc1ccc(OCCC2CCN(C(=O)c3ccc(C)nc3)C2)cc1 (stereo not drawn),i
O=C(c1ccc(CS(=O)(=O)c2ccc(Br)cc2)o1)N1CCN(c2ccc(F)cc2)CC1,-40%
COc1ccc(NC2CCCN(CC(=O)Nc3ccc(C)cn3)C2)cc1 (stereo not drawn),-3%
C[C@]1(O)CCN(C(=O)c2ccc(N3CCOCC3)cc2)C[C@@H]1O,-7%
O=C(COc1ccc(F)cc1)N1C[C@@H](CO)[C@H](c2ccncc2)C1,-4%
C#CCCC(=O)N(Cc1cccc(C)c1)Cc1ccccc1OC,?

# By substructure: the compounds so far with a furan ring, fused or not.
canonical_smiles,Pf Dd2 inh
CCOCCCNC(=O)c1c(NC(=O)Cc2coc3ccc(C)cc23)sc2c1CCC2,?
COc1ccc(C(CNC(=O)c2oc3ccc(C)cc3c2C)N2CCOCC2)cc1 (stereo not drawn),-19%
COc1ccc(-c2noc(CNC(=O)c3ccco3)n2)cc1,13%
O=C(c1ccc(CS(=O)(=O)c2ccc(Br)cc2)o1)N1CCN(c2ccc(F)cc2)CC1,-40%

# New compounds follow
canonical_smiles,Pf Dd2 inh
COc1ccc(CNC(=O)C2CC(=O)N(c3n[nH]c4cccc(F)c34)C2)cc1 (stereo not drawn),12%
CC(C)c1noc(C2CCCN(S(=O)(=O)c3cn(C)cn3)CCC(=O)NCC2)n1 (stereo not drawn),i
CCn1cc(S(=O)(=O)N2CCC(c3noc(-c4cnccn4)n3)C2)cn1 (stereo not drawn),68%[activator][5.79 µM]
CCc1ccc(-n2nc3ccc(NC(=O)c4cc(Cl)c(OC)c(Cl)c4)cc3n2)cc1,7%
CCN(CC)S(=O)(=O)c1ccc2c(c1)c(=O)c(C(=O)NCc1ccccc1)cn2C,?
CN1CCCC2(Cc3ccccc3CN([S+](C)(=O)[O-])C2)C1 (stereo not drawn),-20%
COc1ccc(-n2nc3n(c2=O)CCN(C(=O)c2ccc4c(c2)OCO4)C3)cc1,5%
CN1C(=O)CC[C@]2(C(=O)N3CCN(c4ccc(F)cc4)CC3)CCCC[C@@H]12,-3%

# The list goes on:
canonical_smiles,Pf Dd2 inh
Cc1cccc(CNC(=O)Cn2ccc3cc(S(=O)(=O)N4CCC(C)CC4)ccc32)c1,i
CCc1noc(-c2cn(C3CCN(C(=O)Cc4cccc(OC)c4)CC3)nn2)n1,?
COCCNC(=O)c1cnn(-c2ccc(C)cc2C)c1C1CCN(C(=O)OC(C)(C)C)CC1,-13%
O=C(Cn1nc2n(c1=O)CCN(Cc1cccc(Cl)c1)C2=O)NC1CCCC1,i
COc1ccc(C2CC(=O)c3cc(-c4nc(-c5ccc(Cl)cc5)cs4)c(=O)[nH]c3C2)cc1OC (stereo not drawn),-19%
COc1ccc2[nH]cc(CCNC(=O)C3N(C(C)C)C(=O)C34CCCC4)c2c1 (stereo not drawn),-5%
Cc1cccc(OCC2(CNC(=O)C3CCOCC3)C[C@@H](O)[C@@H](O)C2)n1 (stereo partly drawn),5%[44.1 µM]
Cc1ccc(C)c(N(C)C(=O)C2CCN(S(=O)(=O)c3cccc4nsnc34)CC2)c1,?

# Following part:
canonical_smiles,Pf Dd2 inh
CN1Cc2cccn2CC1CNC(=O)c1ccccc1F (stereo not drawn),-29%
Cc1cccc(C(=O)n2nc(C)c(S(=O)(=O)N3CCOCC3)c2C)c1,5%
CCCCn1c(C2CC(=O)N(c3ccc(OCC)cc3)C2)nc2ccccc21 (stereo not drawn),?
O=C(CSC12CC3CC(CC(C3)C1)C2)NC1CCCN(c2ncccn2)C1 (stereo not drawn),-22%
COC[C@@H]1CN(Cc2ccc(F)c(OC)c2)C[C@H]1C(=O)N(C)C,-19%
O=C(Nc1ccc(Cl)cc1)C1CCN(S(=O)(=O)c2ccc(Br)s2)CC1,i
COc1ccc(CN2CC(Oc3ccc4c(c3)OCO4)C2)cc1,-2%
O=C(c1cccc2[nH]ccc12)N1CCC(n2cc(-c3nc(-c4ccccc4)no3)nn2)C1 (stereo not drawn),-6%

# The results go on.
canonical_smiles,Pf Dd2 inh
COc1ccc(C(=O)NCc2nnc(SCC(=O)Nc3ccc(F)cc3)n2-c2ccccc2)cc1,i
Cn1ncc(N2CCC(NC(=O)c3cnccn3)CC2)cc1=O,5%
O=C(C1=NOC2CN(C(=O)C3CC3)CC12)N1CCCC1 (stereo not drawn),8%[44.1 µM]
CCCCNC(=O)c1cc2n(n1)CC(c1ccc(Cl)cc1)OC2 (stereo not drawn),-18%
CCOC(=O)c1cccc(NC(=O)c2ccc3nc(C(C)C)oc3c2)c1,i
